VEEV TC-83 Vero: inhibitors of VEEV TC-83 cytopathic effect, confirmation, Vero cells (AID 588727) | Vero cells, VEEV TC-83 cytopathic effect inhibition; higher % means a stronger effect | inhibition, % at 20 µM, or IC50 in µM where a hit was titrated | 350,000 compounds, 0.13% hits; in the data active means a potency from the dose series; inconclusive means inhibition mostly from about 14% at the one dose, without a potency; inactive means the rest, 99 in 100 with inhibition below about 12%; further: strong numbers were not always called active
M. tuberculosis: growth inhibition of non-replicating M. tuberculosis (AID 488890) | Mycobacterium tuberculosis non-replicating, growth inhibition; higher % means a stronger effect | one-dose inhibition, % at 25 µM; IC50 in µM for titrated hits | 320,000 compounds, 0.39% hits; in the data active means a potency from the dose series; inconclusive means inhibition mostly from about 82% at the one dose, without a potency; inactive means the rest, 99 in 100 with inhibition below about 76%;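 further: plate controls were DMSO cells for no effect and high antibiotic wells for full effect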
influenza NS1A: H1N1 influenza NS1A inhibitors, functional cell based assay (AID 504329); one-dose inhibition, % at 12.5 µM; IC50 in µM for titrated hits; 340,000 compounds, 0.3% hits; NS1A functional cell-based assay, percent inhibition; higher % means a stronger effect; in the data active means a potency from the dose series; inconclusive means inhibition above about 27% without an active follow-up result; further: strong numbers were not always called active
M. tuberculosis HTS: M. tuberculosis growth inhibition, HTS (AID 449762); M. tuberculosis H37Rv growth inhibition, 7H9 media; higher % means a stronger effect; one-dose inhibition, % at 25 µM; IC50 in µM for titrated hits; 330,000 compounds, 0.59% hits; in the data active means a potency from the dose series; inconclusive means inhibition above about 70% without an active follow-up result;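 further: bacterial growth assessed after seven days of incubation; strong numbers were not always called active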
Salmonella PhoP GFP: PhoP regulon inhibitors, Salmonella typhi PhoP promoter GFP reporter, confirmatory (AID 1850); Salmonella Typhi PhoP-promoter GFP reporter, fluorescence, 4 h; higher % means a stronger effect; one-dose inhibition, % at 50 µM; IC50 in µM for titrated hits; 310,000 compounds, 0.33% hits; in the data active means a potency from the dose series; inconclusive means inhibition mostly from about 25% at the one dose, without a potency; inactive means the rest, 99 in 100 with inhibition below about 19%;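 further: 0% = induced wells with vehicle and 100% = uninduced wells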
* hit, by the source's call; i = inactive; ? = inconclusive; nt = no result given.

SMILES	VEEV TC-83 Vero	M. tuberculosis	influenza NS1A	M. tuberculosis HTS	Salmonella PhoP GFP
COc1cc(C(=O)N[C@@H](C)C(=O)N2CCC3(CC2)NCCc2[nH]cnc23)cc(OC)c1OC	0.7%	-4%	-5%	5%	5%
CC(c1ccc(F)cc1)n1cc(S(=O)(=O)N2CCCC2)ccc1=O (stereo unspecified)	2.0%	-15%	-8%	4%	nt
Cc1ccc(S(=O)(=O)Nc2nonc2C)cc1	0.4%	-15%	-3%	-10%	-4%
NC1(C(=O)O)CSSC1	12%	nt	3%	nt	nt
Cc1noc(C)c1CSCC(=O)Nc1nc2c(F)cc(F)cc2s1	0.2%	8%	1%	-3%	nt
COC(=O)c1c(SCC(=O)NC2CCCCC2)[nH]c2ccccc2c1=O	0.3%	13%	3%	14%	-1%
CCNc1nnc(SCC(=O)N2c3ccccc3NC(=O)CC2C)s1 (stereo unspecified)	2.1%	-15%	0%	-6%	nt
C=C1C2C[C@@]3([C@@H]1O)[C@@H](C[C@@H]2O)[C@@]12C4[C@@H]3C[C@@H]1[C@@](C)(CC[C@@H]2O)CN4CC	0.8%	2%	3%	1%	-7%
NCCCC[C@@H](C(=O)NCCCCCCCCCCC(=O)N1CCNCC1)n1cc(CCO)nn1	0.4%	1%	-6%	-14%	-5%
CCS(=O)(=O)N1CCCC(C(=O)N2CCc3ccccc3C2)C1 (stereo unspecified)	1.5%	-3%	-2%	1%	6%
Cc1sc2nc(CSc3n[nH]c(N)n3)[nH]c(=O)c2c1C	0.6%	-6%	nt	-8%	-1%
N#CCOC(=O)C1c2ccccc2Oc2ccccc21	0.4%	79%	1%	60%	3%
O=C(CCCCCN1C(=O)c2ccccc2C1=O)Nc1ccccc1	0.2%	-18%	1%	-8%	-2%
CCCCN(CC)Cc1ccc(CNC(=O)Nc2ccc(Cl)cc2)o1	0.7%	28%	-11%	-5%	15%
COc1ccc(NC(=O)CCNS(=O)(=O)c2cc(Br)cnc2N)c(OC)c1	2.6%	13%	2%	4%	4%
O=C(COc1ccc(Br)cc1Cl)Nn1cnnc1	1.3%	-8%	-3%	-6%	1%
CC(=C/c1ccccc1)/C=N/NC(=O)c1ccccn1	1.5%	?	nt	62%	3%
CCN(CC)C(=O)Cn1cc(S(=O)(=O)CC(=O)N2CCOCC2)c2ccccc21	1.3%	-4%	-7%	-8%	-3%
C/C(=N\NC(=O)Cc1ccc(Cl)cc1)c1ccc(F)cc1	0.2%	-2%	-5%	6%	5%
O=C(NCCCN1CCOCC1)[C@@H]1CSC2c3ccccc3C(=O)N21 (stereo partly specified)	0.3%	0%	-2%	-1%	-7%

Structures listed so far that contain a Cl atom:
SMILES	VEEV TC-83 Vero	M. tuberculosis	influenza NS1A	M. tuberculosis HTS	Salmonella PhoP GFP
CCCCN(CC)Cc1ccc(CNC(=O)Nc2ccc(Cl)cc2)o1	0.7%	28%	-11%	-5%	15%
O=C(COc1ccc(Br)cc1Cl)Nn1cnnc1	1.3%	-8%	-3%	-6%	1%
C/C(=N\NC(=O)Cc1ccc(Cl)cc1)c1ccc(F)cc1	0.2%	-2%	-5%	6%	5%

Following part.
SMILES	VEEV TC-83 Vero	M. tuberculosis	influenza NS1A	M. tuberculosis HTS	Salmonella PhoP GFP
CC1CN(C(=S)Nc2ccc(Br)cc2)CC(C)O1 (stereo unspecified)	0.8%	-4%	-21%	3%	-4%
CN(C(=O)Cn1cnc2ccccc2c1=O)C1CCS(=O)(=O)C1 (stereo unspecified)	0.3%	1%	7%	1%	-9%
CCCCCCCCCCCCC(=O)CCCCC(=O)O	1.9%	?	1%	-9%	-6%
C[C@H]1OC[C@@H](C[N+](C)(C)C)O1	i	10%	0%	6%	5%
CCN1CCN(C(c2cccs2)C(C)NC(=O)c2ccccc2)CC1 (stereo unspecified)	0.3%	-12%	1%	0%	-5%
O=C1N(Cc2cccc(Cl)c2)C[C@@H]2C[C@@H](c3ccccn3)N3CCC[C@@]123	0.2%	29%	-14%	-10%	5%
C=CCn1c(SCC(=O)Nc2nc3ccccc3s2)nc(O)c(CC)c1=O	i	-11%	8%	-2%	-8%
O=c1oc(/C=C/c2ccco2)nc2sc3c(c12)CCC3	3.0%	70%	0%	?	3%
COCCCNC(=S)N/N=C/c1ccc(OC)c(Br)c1	0.9%	78%	-15%	41%	-5%
CC(/C=C/c1ccccc1F)=N\NC(=O)c1cccc(F)c1	1.0%	?	-10%	?	-3%
COc1ccc(Cc2nc(N)nc(N)n2)cc1	0.1%	-9%	-3%	-8%	-4%
COC(=O)C1=C(C)N(Cc2ccccc2)C(=NCc2cccc(C(F)(F)F)c2)N[C@H]1c1cccc(C(F)(F)F)c1	i	?	9%	?	nt
CCNC(=S)NNC(=O)c1ccc(OC)cc1	i	-2%	3%	1%	21%
NC(=S)Nc1nccc(-c2cccs2)n1	0.6%	38%	-7%	57%	19%
NS(=O)(=O)c1ccc(CCNC(=O)CNC(=O)c2ccccc2F)cc1	i	-5%	11%	-8%	10%
Cc1ccc(/C=N/NC(=O)Nc2ccccc2)o1	1.1%	28%	-11%	-3%	0%
COc1cccc(NC(=O)NNC(=O)c2ccc3c(c2)NC(=O)C(C)(C)O3)c1	1.4%	-1%	12%	5%	2%
CC1CC(C)CN(S(=O)(=O)N2CCCC(C(=O)NCCCN3CCOCC3)C2)C1 (stereo unspecified)	i	-9%	1%	-7%	-6%
COc1cccc(CN2CCN(C(=O)c3cccc(OC)c3)CC2)c1	i	-23%	-3%	1%	0%
COc1cc2c(c(OC)c1CC=C(C)C)C[C@H](c1ccc(O)cc1O)CO2	9.6%	9%	-4%	-4%	-1%
CCNC(=O)Cn1c(=O)c(=O)n(Cc2ccccc2)c2ccc(Cl)cc21	1.8%	9%	-1%	2%	-13%
COc1ccccc1C(=O)Nc1nnc(-c2ccc(F)cc2)s1	1.5%	50%	24%	5%	-7%
CC(=O)c1ccc(S(=O)(=O)N2CCN(C(=O)c3ccccc3Cc3ccccc3)CC2)cc1	1.0%	-7%	-2%	4%	6%
Clc1cccc(CNc2nnnn2-c2ccccc2)c1	3.5%	12%	-2%	0%	-4%
CCOc1cc(S(=O)(=O)NC2CCCCCC2)ccc1F	0.5%	20%	-9%	-3%	-5%
N#Cc1nc(-c2ccc(F)cc2)oc1N1CCC(C(N)=O)CC1	1.1%	7%	-13%	7%	4%
O=C(NCCCNc1ccc(C(F)(F)F)cc1[N+](=O)[O-])c1ccc(Cl)cc1	i	-2%	3%	-6%	-1%
CCn1c(SCC(=O)N(C)c2ccccc2)nc2c([nH]c3ccccc32)c1=O	7.8%	-11%	-6%	-4%	-10%
Brc1csc(C=Nc2ccc3c(c2)OCCOCCOCCOCCO3)c1	1.5%	12%	-3%	3%	-3%
CCOC(=O)Nc1ccc(NC(=O)OCC)cc1	0.2%	-7%	4%	4%	2%
Cc1cccc(NC(=S)NC(=O)CCc2ccccc2)c1C	i	?	-6%	-5%	-7%
Cc1cc(NS(=O)(=O)c2cccs2)no1	4.2%	-7%	2%	-9%	4%
COc1ccc(N(C(=O)c2snc(C(N)=O)c2N)C(C(=O)NC2CCCC2)c2cccs2)cc1OC (stereo unspecified)	1.6%	6%	-10%	10%	-1%
Cn1cccc1-c1nc2ccc([N+](=O)[O-])cc2[nH]1	3.2%	11%	8%	-11%	-5%
O=C(CSc1ccc(-c2ccco2)nn1)Nc1ccc(F)cc1	4.4%	66%	0%	-9%	-3%
O=C(c1ccccc1)N(Cc1cccc(Br)c1)C1CCS(=O)(=O)C1 (stereo unspecified)	4.8%	24%	-5%	6%	1%
Cc1ccccc1CC1CCN(CCCNC(=O)Nc2ccccc2)CC1	i	6%	-23%	2%	10%
O=C(NCc1ccco1)c1cccc2c1C(=O)c1ccc(N3CCC(Cc4ccccc4)CC3)cc1S2(=O)=O	0.4%	36%	-7%	10%	nt
CN(C)c1cc(-c2ccc(C#N)cc2)oc(=O)c1Cl	i	-11%	nt	24%	-12%
COc1ccc(CN2CCN(Cc3c[nH]c4ccccc34)CC2CCO)c(F)c1 (stereo unspecified)	4.0%	23%	-3%	-3%	-4%

Compound profiles, as listed above. Screens in order: VEEV TC-83 Vero	M. tuberculosis	influenza NS1A	M. tuberculosis HTS	Salmonella PhoP GFP
Shown for CC(=O)c1ccc(S(=O)(=O)N2CCN(C(=O)c3ccccc3Cc3ccccc3)CC2)cc1 → 1.0%	-7%	-2%	4%	6%
Shown for O=C(CSc1ccc(-c2ccco2)nn1)Nc1ccc(F)cc1 → 4.4%	66%	0%	-9%	-3%
Shown for COc1ccc(N(C(=O)c2snc(C(N)=O)c2N)C(C(=O)NC2CCCC2)c2cccs2)cc1OC (stereo unspecified) → 1.6%	6%	-10%	10%	-1%
Shown for Clc1cccc(CNc2nnnn2-c2ccccc2)c1 → 3.5%	12%	-2%	0%	-4%

Going on with the list.
SMILES	VEEV TC-83 Vero	M. tuberculosis	influenza NS1A	M. tuberculosis HTS	Salmonella PhoP GFP
CCC(C)Sc1ccc([C@@H]2[C@H]3C(=O)N(CC)C(=O)[C@H]3[C@]3(C(=O)OC)CCCN23)cc1OC (stereo partly specified)	0.1%	8%	-1%	-3%	-3%
C[C@H](NC(=O)[C@@H]1Cc2ccccc2CN1)C(=O)NC1CCCC1	i	-19%	6%	1%	-2%
COC(=O)c1ccc(/C=N/NC(=S)NCCN2CCOCC2)cc1	0.6%	28%	-9%	3%	-5%
CCC1(c2ccc(F)cc2)NC(=O)N(CC(=O)N2CCc3ccccc32)C1=O (stereo unspecified)	2.9%	19%	-2%	-2%	nt
S=C(NNC(=S)NC1CC2CCC1C2)NC1CC2C=CC1C2 (stereo unspecified)	0.3%	?	nt	0%	-2%
O=C(COc1ccccc1[N+](=O)[O-])Nc1cccc(S(=O)(=O)NC2=NCCCCC2)c1	8.7%	-5%	3%	-1%	-1%
CCOC(=O)c1cc(S(=O)(=O)Nc2ccc(OC)cc2OC)cn1C	2.9%	14%	15%	-10%	-4%
O=C(O)c1ccc(C=C(c2nc3ccccc3s2)c2nc3ccccc3s2)cc1	22%	13%	-7%	5%	1%
O=C1CCCCN1CCCC(=O)N1CCCC(Nc2ccc(F)c(F)c2)C1 (stereo unspecified)	1.2%	4%	10%	-2%	-2%
O=C(O)c1ccc(NS(=O)(=O)c2ccc(N3CCCC3)c([N+](=O)[O-])c2)cc1	1.0%	-11%	-19%	0%	3%
CC(C)NS(=O)(=O)c1cc(F)ccc1CN1C(=O)c2cccnc2C1=O	0.9%	-12%	7%	7%	5%
Clc1ccc(OCCn2cnc3ccccc32)cc1	0.8%	29%	-9%	3%	14%
CCn1nc(C)cc1C(=O)N1CCCC(C(=O)c2ccc(Oc3ccccc3)cc2)C1 (stereo unspecified)	7.5%	9%	-6%	8%	-8%
NS(=O)(=O)c1ccc(CCNCC(=O)N2CCC(Cc3ccccc3)CC2)cc1	0.5%	13%	-10%	4%	13%
COc1ccc(-c2ccc(SCC(=O)Nc3cccc(C(C)=O)c3)nn2)cc1OC	11%	66%	1%	6%	-3%
COCCn1c(SCc2cnc(-c3ccccc3)s2)nnc1-c1ccncc1	0.6%	6%	19%	-11%	0%
COC(=O)c1ccccc1NC(=O)CN1CCCCC1	0.8%	5%	1%	-2%	-3%
COc1cccc(NC(=O)CN(c2cccc(F)c2)S(C)(=O)=O)c1	i	-3%	-5%	0%	-1%
Cc1ccc([N+](=O)[O-])cc1NC(=O)Cc1ccc(F)cc1	i	4%	-5%	3%	-1%
COc1ccc(-c2cn(Cc3ccc(C(N)=O)cc3)c(-c3ccncc3)n2)cc1	0.0%	17%	5%	1%	-11%
O=c1cc(CSc2ccccc2)[nH]c(=S)[nH]1	5.9%	30%	11%	-4%	2%
CN1CCN(C2=C(Cl)C(=O)N(CCc3ccccc3)C2=O)CC1	2.0%	7%	7%	6%	-1%
CCCC1Cc2nc(Cl)c(C#N)cc2CO1 (stereo unspecified)	i	7%	nt	-2%	2%
COC(=O)c1nc2n(n1)C(c1ccc(OC)c(OC)c1)C(C(=O)OC1CCCCC1)=C(C)N2 (stereo unspecified)	1.7%	9%	1%	6%	0%
CCOC(=O)c1nnsc1N	i	-13%	7%	-14%	2%
O=C(NNC(=O)c1ccco1)c1ccccc1	0.5%	nt	-5%	4%	3%
O=C(c1cccnc1)N(Cc1ccccc1)c1ccccc1	0.2%	nt	-3%	nt	1%
C/C(=N/Nc1nc(C)cc(-c2ccccc2)n1)c1ccco1	6.5%	39%	-3%	-6%	-9%
Cc1ccc2oc3ccccc3c(=O)c2c1	0.2%	nt	-2%	nt	nt
CCOC(=O)c1c(C)[nH]c(C(=O)COC(=O)COc2ccc(OC)cc2)c1C	0.7%	30%	-13%	3%	-5%
Cc1ccc(OCCCCCCN2CCNCC2)c(Br)c1	20µM*	65%	7%	6%	13%
Cc1ccc(NC(=O)C(C)Sc2nnc(C)n2CC2CCCO2)cc1 (stereo unspecified)	0.1%	nt	3%	nt	nt

Assay outcomes from PubChem BioAssay.
